MBD2 DNA inh: blocks human MBD2 binding to methylated DNA; inhibition, % at 4.4 µM; TR-FRET, MBD2 binding to methylated oligonucleotide; AID 686964; 370,000 tested, 0.31% active; in the data active = inhibition above about 13%
Target sequence (Q9UBB5 whole entry, looked up): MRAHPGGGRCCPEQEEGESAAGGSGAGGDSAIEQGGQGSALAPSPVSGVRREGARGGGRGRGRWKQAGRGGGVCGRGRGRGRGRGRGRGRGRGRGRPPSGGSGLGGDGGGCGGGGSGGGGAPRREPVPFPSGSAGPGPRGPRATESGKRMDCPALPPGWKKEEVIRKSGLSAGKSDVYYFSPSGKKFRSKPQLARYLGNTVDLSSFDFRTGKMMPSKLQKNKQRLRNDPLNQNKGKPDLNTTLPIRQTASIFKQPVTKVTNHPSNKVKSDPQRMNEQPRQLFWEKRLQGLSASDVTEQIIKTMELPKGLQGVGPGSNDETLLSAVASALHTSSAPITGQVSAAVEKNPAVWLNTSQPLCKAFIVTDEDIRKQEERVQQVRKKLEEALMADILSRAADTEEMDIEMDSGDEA
NR1D1 modulator: modulates human Rev-erb alpha binding to DNA; P20393; Rev-erbα–FITC-DNA binding, fluorescence polarization, 90 min; activity, % at 10 µM; 370,000 tested, 0.79% active;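 active = activity above about 14%, limit read from the data; passing the limit was not always enough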;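 note: 0% = DMSO wells with 35 nM protein and 100% = DMSO wells with 750 nM protein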
DAX1 inh-1: inhibitors of human orphan nuclear receptor DAX1 (NR0B1). P51843. 340,000 tested, 0.99% active. inhibition, % at 6.75 µM. HEK293 Gal4-DAX1 luciferase reporter, luminescence. AID 504766;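 active = inhibition above the mean over all tested compounds plus 3 SD, cut at about 4.2% in these data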;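 note: 0% = DAX1-transfected cells with DMSO and 100% = empty-vector control cells with DMSO; inhibition shows as a rise in luminescence from relieved DAX1 repression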
DAX1 inh-2: DAX1 (NR0B1) inhibition, primary screen. inhibition, % at 6.8 µM. 370,000 tested, 1.1% active. HEK293T StAR-luciferase reporter, SF-1/DAX-1 repression relief. AID 652010;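 active = inhibition above the mean over all tested compounds plus 3 SD, cut at about 3.6% in these data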;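 note: 0% = DAX-1 cells with DMSO and 100% = cells lacking DAX-1 with DMSO; higher inhibition means more luminescence from relief of DAX-1 repression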
SMARCA2 activ: activators of SMARCA2 function | AID 652017 | activation, % at 9.1 µM | 370,000 tested, 1% active | MG213 cells, MMTV-luciferase reporter, dexamethasone, overnight; in the data active = activation above about 7.8%;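 note: 0% = vehicle wells and 100% = reference activator wells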
PLC-gamma1 inh: inhibitors of human phospholipase C gamma1; P19174; purified PLC-gamma1, fluorogenic substrate, fluorescence; inhibition, % at 12.2 µM; 370,000 tested, 0.84% active; AID 720700; in the data active = inhibition above about 9.5%
ADAM17 inh: ADAM17 inhibition, QFRET primary screen | P78536 | 370,000 tested, 0.83% active | recombinant ADAM17, EDANS/DABCYL FRET peptide cleavage | inhibition, % at 6.95 µM;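 active = inhibition above the mean of compounds lying between control limits plus 3 SD, set per campaign, cut at about 8.5% in these data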;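 note: 0% = DMSO-only wells as the low control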
Target sequence (P78536 215-824 limits assumed): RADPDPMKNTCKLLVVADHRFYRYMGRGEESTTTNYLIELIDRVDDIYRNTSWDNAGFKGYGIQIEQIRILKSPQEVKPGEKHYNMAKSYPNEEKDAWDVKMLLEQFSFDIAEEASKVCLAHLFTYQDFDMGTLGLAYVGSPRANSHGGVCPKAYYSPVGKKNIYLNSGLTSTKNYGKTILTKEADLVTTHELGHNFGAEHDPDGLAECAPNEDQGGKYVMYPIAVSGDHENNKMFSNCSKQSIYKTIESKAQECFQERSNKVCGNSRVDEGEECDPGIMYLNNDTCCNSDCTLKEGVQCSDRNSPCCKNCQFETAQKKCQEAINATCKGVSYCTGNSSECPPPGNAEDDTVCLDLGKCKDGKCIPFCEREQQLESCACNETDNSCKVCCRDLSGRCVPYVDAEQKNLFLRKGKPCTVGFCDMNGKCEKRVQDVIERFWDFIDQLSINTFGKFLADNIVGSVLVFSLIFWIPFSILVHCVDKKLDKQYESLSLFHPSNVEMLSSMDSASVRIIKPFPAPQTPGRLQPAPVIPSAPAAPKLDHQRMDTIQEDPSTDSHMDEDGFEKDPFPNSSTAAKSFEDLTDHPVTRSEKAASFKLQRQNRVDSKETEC
hgDAF12 agonist: hgDAF-12 agonism, primary luciferase screen; activation, % at 6.8 µM; 370,000 tested, 1.8% active; AID 687014; HEK293 GAL4-hgDAF12 UAS-luciferase reporter, agonist luminescence; normalized to butyrate control;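 active = activation above a cutoff set at the mean of all screened compounds plus 3 SD, cut at about 10% in these data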;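 note: 0% = DMSO wells and 100% = sodium butyrate wells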
hcDAF12 agonist: H. contortus DAF-12 activation, primary screen | HEK293 hcDAF-12 lit1-tk-luc reporter, luminescence; 0% DMSO, 100% Δ7-dafachronic acid | activation, % at 6.8 µM | 370,000 tested, 1.4% active | AID 652067;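 active = activation above the mean of all tested compounds plus 3 SD, cut at about 5.5% in these data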;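 note: 100% = response to 3 µM Δ7-dafachronic acid high control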
PLC-beta3 inh: PLC-beta3 (human) inhibition, primary screen; Q01970; Purified PLC-beta3, fluorogenic substrate, fluorescence; inhibition, % at 12.2 µM; 370,000 tested, 0.18% active; in the data active = inhibition above about 11%;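 note: 0% = median of compound wells on plate and 100% = full blocker control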
ssDAF12 agonist: activators of S. stercoralis DAF-12 nuclear receptor. HEK293 ssDAF-12/GRIP1 lit1-tk-luc reporter, luminescence; % of 3 µM dafachronic acid response. activation, % at 6.8 µM. 370,000 tested, 1% active. AID 652126;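 active = activation above the mean over all tested compounds plus 3 SD, cut at about 0.9% in these data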;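 note: 0% = DMSO-only wells and 100% = 3 µM delta7-dafachronic acid wells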
* = called active by the depositor; · = no result given.

structure	MBD2 DNA inh	NR1D1 modulator	DAX1 inh-1	DAX1 inh-2	SMARCA2 activ	PLC-gamma1 inh	ADAM17 inh	hgDAF12 agonist	hcDAF12 agonist	PLC-beta3 inh	ssDAF12 agonist
Cc1ccc(CNC(=O)C(=O)NCC2OCCN2S(=O)(=O)c2ccc3c(c2)OCCO3)cc1 (stereo not given)	-1	0	-0.4	-0.6	1	0	0	-1.6	-0.9	4	-1.3
COC(=O)CCCC(=O)N1CCC(CCC(=O)NC2CC2)CC1	-1	0	2.7	-0.2	1	2	-2	0.2	0.0	-2	-0.8
O=c1[nH]c2ccccc2nc1C(Nc1ccccc1)c1ccccc1 (stereo not given)	-3	3	0.9	0.5	-3	1	0	3.4	0.7	-8	-1.0
CCCc1ccc(OCCNC(=O)CC)cc1	0	5	0.1	0.4	-2	4	3	-0.4	-1.9	-4	-1.2
O=C(Nc1ccccc1Cl)C1CCCN(S(=O)(=O)c2cccc3cccnc23)C1 (stereo not given)	-2	0	-2.4	-0.7	-3	-2	0	-1.4	-1.4	-6	-1.1
CCCCC(=O)OCc1cn(-c2ccc(Cl)cc2)nn1	3	-4	0.3	0.6	-3	2	-3	-3.0	1.2	-4	-0.8
COc1ccc(C(=O)Nc2ccc(S(=O)(=O)Nc3nccc(C)n3)cc2)cc1[N+](=O)[O-]	9	-4	1.5	0.3	0	-1	-2	0.5	-0.2	2	-1.3
CC(=O)Nc1ccc(-c2c(C)cc3oc(=O)cc(-c4ccccc4)c3c2C)cc1	-2	4	-1.2	-3.5	9.2*	-16	2	-0.3	-2.6	-23	-1.3
O=C(O)c1cccc(CSc2ncccn2)c1	2	7	0.0	0.3	2	-1	-1	0.1	-1.0	-2	-0.9
Cc1cc(C)cc(NC(=O)N2CCCC2C(=O)Nc2ccc(-n3cnnn3)c(C)c2)c1 (stereo not given)	6	2	-0.1	0.6	-1	0	-9	0.0	-2.1	0	-1.4
CC(=O)c1c(OC(=O)c2ccccc2)c2ccccc2n1C	-1	-4	0.4	0.0	1	0	-1	-3.7	-1.2	-9	-1.3
COc1cc2c(cc1OC)C(COc1ccc(F)cc1)NCC2 (stereo not given)	-1	1	-0.8	0.1	1	-22	-5	-1.5	-1.0	-35	-0.8
O=C(CN(C(=O)CCC(=O)Nc1nccs1)c1ccccc1F)NCc1ccc2c(c1)OCO2	2	0	1.3	0.0	-4	2	-1	0.2	-2.9	-4	-1.0
CCC(C)(C)C1CCc2[nH]nc(C(=O)N/N=C(\C)c3ccco3)c2C1 (stereo not given)	-4	-2	1.6	-0.9	1	1	2	-4.3	-2.3	-4	-1.0
CC(=O)NCCC(=O)Nc1ccc(C)c(F)c1	4	-2	1.7	0.8	-3	-2	-7	0.7	-0.9	-2	-0.3
COc1ccc(C2(CNC(=O)c3ccccc3)CCOCC2)cc1	3	-1	·	0.4	1	-1	0	0.5	-1.3	-4	-1.6
Cc1nnc(SCc2cnc(-c3ccc(C(C)C)cc3)s2)n1C	-1	1	-2.8	2.3	5	6	1	12*	6.0*	1	1.5*
Cc1c(C)n(C)c2ccc(C(=O)NCCCN3CCCCC3C)cc12 (stereo not given)	4	-4	0.2	1.3	1	-15	-7	2.9	1.1	-30	-1.7
CCOc1cc(NC(=O)c2ccccc2OC)c(OCC)cc1NC(=O)c1ccccc1	4	7	0.7	-0.1	-2	3	-6	-0.1	-2.3	-8	-1.1
CCOC(=O)N1CCN(C(=O)C2CCN(Cc3cccc(OCc4ccccc4)c3)CC2)CC1	-3	1	-2.0	-0.2	-4	2	4	0.4	0.4	1	-0.3
Cc1ccccc1NS(=O)(=O)c1cc2c(cc1C)N(C)CCO2	1	6	1.6	-1.0	-5	-3	3	-3.5	0.0	0	-1.5
Cc1ccc(-c2nc3ccccc3c(=O)n2O)cc1	1	-7	0.9	0.0	-3	-2	-2	-2.0	1.0	-10	-0.6
O=C(/C=C/c1ncc(C(F)(F)F)cc1Cl)OCc1ccccc1	-1	0	0.2	-0.4	1	2	0	0.9	-2.5	-1	-1.8
O=C1COc2cccnc2N1	-4	-4	1.5	-0.1	4	-4	-2	-1.5	-1.1	3	-1.6
O=C(C[n+]1ccc(C(=O)c2ccccc2)cc1)Nc1cccc([N+](=O)[O-])c1	0	-4	·	-0.1	-3	-1	-4	2.8	-0.8	3	-0.7
CC(C)Nc1ncnc2ccc(Br)cc12	1	-4	-3.4	-2.4	-5	3	-1	-3.1	-6.3	3	-2.8
NS(=O)(=O)c1ccc(NC(=O)/C=C/c2ccccc2Cl)cc1	-1	4	-0.4	0.5	4	2	1	-1.6	-1.4	-8	-2.1
CN1CCC(=NNC(=O)C(=O)Nc2ccccc2)CC1	-6	4	0.9	0.9	8.2*	-1	2	2.9	1.3	3	-1.3
Cc1nn(C)c(C(=O)NC(=S)Nc2ccccc2O)c1Cl	0	9	0.8	0.5	-3	2	5	1.0	6.7*	-7	1.4*
COc1ccc(S(=O)(=O)Nc2cc(C(=O)NCCC(C)C)ccc2N2CCOCC2)cc1	-3	1	-0.2	1.1	-5	4	3	-2.0	-1.9	0	-1.3
COC(=O)c1cc(S(=O)(=O)NCc2ccc(S(N)(=O)=O)cc2)oc1C	-1	1	1.2	-0.2	2	0	-3	-0.2	-0.1	-5	-1.7
CC(C)S(=O)(=O)N1CCCC(c2cc(C(=O)NCc3ccccc3)no2)C1 (stereo not given)	1	-7	·	-1.9	-5	4	-2	4.1	-2.4	3	-1.5
CC(C)c1ccc(S(=O)(=O)N2CCN(C(=O)[C@@H]3CCCN3C(=O)c3cccs3)CC2)cc1	-5	4	0.7	1.5	-2	-1	-5	2.6	1.0	3	-0.7
Oc1c(CN2CCOCC2)cc(CN2CCOCC2)c(O)c1CN1CCOCC1	-2	5	-1.2	-0.8	-2	-6	-5	7.2	-0.5	-3	-1.2
CCOC(=O)CCC(=O)N(CCN(C(=O)CCC(=O)OCC)c1ccccc1)c1ccccc1	2	-6	0.5	-0.5	-1	-2	-2	-0.5	-1.5	2	-2.0
CC(=O)c1cccc(-c2ccc3c(c2)C(C)(Cc2ccccc2C#N)C(=O)N3)c1 (stereo not given)	3	4	·	-1.7	-6	1	-2	0.0	-1.9	-1	-1.1
CC1CCN(S(=O)(=O)c2cn(CC(=O)N3CC(C)CC(C)C3)c(=O)c3ccccc23)CC1 (stereo not given)	4	10	1.8	-0.1	-4	1	-1	-1.9	-0.3	-3	-0.7
CCCCNC(=O)N(O)C1N(/N=C/c2ccccc2OC)C(=S)SC1(C)C (stereo not given)	3	1	-0.1	-0.2	0	4	-3	1.1	-0.2	-2	-1.1
COc1ccccc1OCCNC(=O)C1CCCCC1	0	0	0.5	1.1	-2	2	-7	-1.7	-0.8	-8	-1.2
CC1CC(C)CN(C(=O)C2CCCN(S(=O)(=O)c3cnc[nH]3)C2)C1 (stereo not given)	-1	0	-1.1	-0.1	1	1	-3	-0.1	-1.0	-7	-0.9
Cc1cc[n+](CC(=O)c2ccc3c(c2)OCCO3)cc1	-1	2	-0.5	0.6	2	-3	-2	-1.2	0.6	-2	-1.4
O=C(COC(=O)c1ccc(O)cc1O)Nc1ccc2c(c1)OCCO2	-2	-1	0.5	2.7	2	0	1	4.8	1.0	-5	-0.2
Cc1ccc(CSc2nnc(NC(=O)C3=COCCO3)s2)cc1	-1	-2	-0.2	1.0	1	-12	1	1.1	0.8	-18	-1.2
CNC(=O)c1ccsc1NC(=O)c1ccc(S(=O)(=O)N2CCOCC2)cc1	0	5	-0.9	-0.8	1	-18	3	-0.9	-3.3	-21	-0.8
C#CCN(Cc1ccco1)C(=O)c1cc(COc2cccc3cccnc23)on1	0	5	1.0	-1.4	-2	-12	-6	-2.3	-1.4	-14	-1.2
O=C(O)c1cccc(NS(=O)(=O)c2ccc(Cl)c(C(=O)O)c2)c1	-3	0	1.0	-0.8	-3	1	-4	0.9	-0.4	2	-1.8
CCCCCCc1ccc(-c2ccc(C#N)cc2)cc1	-2	7	·	0.5	5	1	0	-0.1	-2.6	3	0.1
Cc1noc(NS(=O)(=O)c2ccc(NC(=O)CSc3nnc4c(n3)[nH]c3ccccc34)cc2)c1C	0	1	-1.3	0.3	-4	-3	-1	-0.3	2.8	0	-1.0
CC(C)C[C@H](NC(=O)C1CCN(S(=O)(=O)c2ccccc2)CC1)C(=O)NCc1ccncc1	0	-3	1.6	0.0	0	0	-5	-0.3	-1.7	-2	-0.1
c1ccc2c(c1)CCN(c1nc3ccccc3n3cnnc13)C2	-3	4	0.0	-0.2	1	-22	-6	5.0	3.4	-24	0.4
CSC(=O)NC12CC3CC(CC(C)(C3)C1)C2	0	1	0.0	0.4	-5	6	-4	-0.9	0.5	3	-1.0
CCN1CCN(c2ccc(S(=O)(=O)N3CCOCC3)cc2NC(=O)c2ccc(Cl)s2)CC1	-4	1	-0.5	-0.2	0	-2	-4	1.7	-0.7	-9	-0.8
COc1ccccc1-c1ccc(SCc2ccc(C)cc2)nn1	-2	3	-1.0	-0.5	1	0	3	2.7	-2.2	-7	-2.1
COC1CCN(C(=O)CC2C(=O)NCCN2CC2CCCCC2)CC1 (stereo not given)	1	-3	1.6	0.7	-2	-64	-31	0.1	0.0	-67	-0.5
Cc1ccc(OCCCC(=O)Nc2ccc(S(=O)(=O)Nc3ccccn3)cc2)cc1	-2	1	0.3	0.6	-4	2	-3	-5.1	0.3	-8	-1.1
CCN(c1ccc(C(=O)CN2C(=O)NC3(CCOc4ccccc43)C2=O)cc1)S(C)(=O)=O (stereo not given)	1	-7	-0.1	0.6	-2	2	5	7.3	2.5	-5	-0.3
CCOc1ccc(S(=O)(=O)Nc2cccnc2)cc1	11	-1	0.1	-0.5	-2	-1	-4	-3.4	-0.4	-5	-1.1
CCOc1ccc(NC(=O)CC(Cc2cc(C)cc(C)c2)C(=O)O)cc1 (stereo not given)	0	7	-0.4	-0.1	-1	-2	-4	2.0	-0.9	-8	-1.2
COc1ccc2nc(SCC(=O)Nc3c(C)cc(C)cc3C)[nH]c2c1	-4	·	-0.4	-0.2	-1	1	-2	-0.3	-1.4	4	-1.0
O=CNc1ccc(S(=O)(=O)NCc2ccccc2)cc1	4	-3	0.1	-0.7	-2	4	-4	-0.3	0.8	-2	-1.4
CC(=O)NC1(C)CCC2CC1C(C)=NC2(C)C (stereo not given)	3	-3	·	0.2	1	-2	-2	4.3	2.8	-3	-1.0

A section taken from the entries so far, for reference:
structure	MBD2 DNA inh	NR1D1 modulator	DAX1 inh-1	DAX1 inh-2	SMARCA2 activ	PLC-gamma1 inh	ADAM17 inh	hgDAF12 agonist	hcDAF12 agonist	PLC-beta3 inh	ssDAF12 agonist
O=CNc1ccc(S(=O)(=O)NCc2ccccc2)cc1	4	-3	0.1	-0.7	-2	4	-4	-0.3	0.8	-2	-1.4
CC(=O)NC1(C)CCC2CC1C(C)=NC2(C)C (stereo not given)	3	-3	·	0.2	1	-2	-2	4.3	2.8	-3	-1.0

Bioassay records deposited in PubChem by several laboratories.
